Vif-APOBEC3F blk = qHTS for Inhibitors of Vif-A3F Interactions: qHTS; 390,000 compounds, 0.2% hits; Potency, µM (series often up to 46.1 µM), for the others: at the top dose activity, negative = active; HeLa A3F-eYFP + Vif (tagged APOBEC3F with the HIV-1 protein that degrades it), YFP fluorescence increase; AID 602313, 2012; note: potency is the fitted concentration of half-maximal effect; % of control where 0% means no effect; nearly all actives have a fitted effect of over 65% in size
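HeLa cells stably expressing A3F-eYFP plus Vif, plated and incubated overnight at 37 deg C, then exposed to compounds overnight at 37 deg C. Blocked degradation read as raised yellow fluorescence (Ex 488/Em 500-530).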
RXFP1 agonist = qHTS Assay for Agonists of the Relaxin Receptor RXFP1. HEK293T-RXFP1 cAMP TR-FRET, 30 min; response scale: percent of porcine relaxin response, buffer zero. Relaxin receptor 1 (Homo sapiens), Q9HBX9. 370,000 compounds, 0.3% hits. AID 2676, 2010. Potency, µM (doses to about 57.5 µM), without a hit: top-dose activation, hits mostly activators; note: potency is the fitted concentration of half-maximal effect; % is set by controls: 0 for no effect and ±100 for the full control effect; nearly all actives have a fitted effect of over 60% in size; many of its hits are not listed in these tables
Target sequence (Q9HBX9 whole entry, looked up): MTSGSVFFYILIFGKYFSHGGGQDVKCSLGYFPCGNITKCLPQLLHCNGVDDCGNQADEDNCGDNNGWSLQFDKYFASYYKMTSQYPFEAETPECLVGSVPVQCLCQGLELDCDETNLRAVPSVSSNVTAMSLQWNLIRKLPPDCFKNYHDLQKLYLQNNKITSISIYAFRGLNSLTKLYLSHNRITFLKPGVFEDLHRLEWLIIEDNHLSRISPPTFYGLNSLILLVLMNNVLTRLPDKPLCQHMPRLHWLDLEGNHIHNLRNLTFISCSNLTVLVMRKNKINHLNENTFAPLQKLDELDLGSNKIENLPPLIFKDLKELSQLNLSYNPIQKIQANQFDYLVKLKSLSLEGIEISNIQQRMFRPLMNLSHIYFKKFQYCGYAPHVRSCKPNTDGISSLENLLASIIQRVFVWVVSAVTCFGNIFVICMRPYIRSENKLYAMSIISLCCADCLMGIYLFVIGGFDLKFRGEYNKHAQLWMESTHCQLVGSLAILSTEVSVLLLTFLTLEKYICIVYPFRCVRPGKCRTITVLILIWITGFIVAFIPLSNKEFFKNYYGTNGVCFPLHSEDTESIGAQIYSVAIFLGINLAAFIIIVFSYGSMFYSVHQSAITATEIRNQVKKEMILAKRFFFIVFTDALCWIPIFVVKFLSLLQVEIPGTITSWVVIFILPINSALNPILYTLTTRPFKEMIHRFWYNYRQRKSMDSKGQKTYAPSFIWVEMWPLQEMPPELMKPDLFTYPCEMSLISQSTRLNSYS
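HEK293T cells stably expressing RXFP1 were pretreated with the PDE4 inhibitor Ro 20174, exposed to compounds for 30 min at 37C, lysed, and cAMP was read by TR-FRET. Data normalized to buffer (basal) and 29 nM porcine relaxin (100%).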
USP1 inh = Inhibitors of USP1/UAF1: Primary Screen | Ubiquitin carboxyl-terminal hydrolase 1 (Homo sapiens), O94782 | recombinant USP1/UAF1, Ub-Rhodamine cleavage fluorescence | Potency, µM (top dose mostly 57.1 µM), without a hit: at the highest dose activity change, negative = inhibition, actives largely listed as inhibitors | 390,000 compounds, 0.23% hits; note: potency is the fitted concentration of half-maximal effect; % is set by controls: 0 for no effect and ±100 for the full control effect; nearly all actives have a fitted effect of over 60% in size; inactives centre near -12
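High-throughput fluorogenic screen: 1nM USP1/UAF1 complex, Ub-Rho substrate 150nM final, 50mM HEPES pH 7.8 with 0.5mM EDTA, 0.1 mg/ml BSA, 1mM TCEP and 0.01% Tween-20.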
Glioma ERSR ind = qHTS for Inducers of the Endoplasmic Reticulum Stress Response (ERSR) in Human Glioma: qHTS | U87-MG GRP78 promoter luciferase reporter, 16 h | Potency, µM, for the others: top-dose activation, usual class: activators | 420,000 compounds, 0.02% hits | AID 602332, 2012; note: potency is the fitted concentration of half-maximal effect; series mostly up to about 76 µM; % of control where 0% means no effect; nearly all actives have a fitted effect of over 35% in size
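ERSR induction read as luciferase luminescence (Bright-Glo, 10 min at room temperature) in stably transfected human U87-MG glioma cells exposed to compounds for 16 h, using GRP78 as sensor.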
IDH1 R132H inh = qHTS for Inhibitors of mutant isocitrate dehydrogenase 1 (IDH1): qHTS. Isocitrate dehydrogenase [NADP] cytoplasmic (Homo sapiens), O75874. IDH1-R132H enzyme, NADPH consumption, diaphorase/resazurin fluorescence. Potency, µM (titrated, usually from 76.6 µM), for the others: at the top dose activity change, negative = inhibition, usual class: inhibitors. 390,000 compounds, 0.093% hits; note: potency is the fitted concentration of half-maximal effect; % is set by controls: 0 for no effect and ±100 for the full control effect; nearly all actives have a fitted effect of over 65% in size
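IDH1-R132H (0.5 ug/mL dispensed) in pH 7.5 Tris buffer was preincubated 30 min with compound, then given a substrate mix of 0.016 mM NADPH and 2 mM alpha-KG for 80 min at room temperature; remaining NADPH was read by diaphorase/resazurin fluorescence.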
TrxR1 substrate = qHTS Assay for Substrates of Mammalian Selenoprotein Thioredoxin Reductase 1 (TrxR1): qHTS | purified TrxR1 substrate turnover, NADPH consumption readout | Potency, µM (series often up to 114 µM), for inactives: at the top dose activity change, negative = substrate turnover | Thioredoxin reductase 1, cytoplasmic (Rattus norvegicus), O89049 | 390,000 compounds, 0.01% hits; note: potency is the fitted concentration of half-maximal effect; % is set by controls: 0 for no effect and ±100 for the full control effect; nearly all actives have a fitted effect of over 50% in size
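Rat TrxR1, dispensed at 90 nM, was prereduced with 400 uM NADPH (final) for 5 min at ~22 deg C, then incubated with compound 15 min before 400 uM selenite. A first-read NADPH fluorescence drop versus no-compound background flagged substrates.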
Vif-APOBEC3G blk = qHTS for Inhibitors of Vif-A3G Interactions: qHTS; DNA dC->dU-editing enzyme APOBEC-3G (Homo sapiens), Q9HC16; HeLa A3G-eYFP + Vif (tagged APOBEC3G with the HIV-1 protein that degrades it), YFP fluorescence, overnight; Potency, µM (top dose mostly 46.1 µM), without a hit: top-dose activity, negative = active, actives largely listed as inhibitors; 410,000 compounds, 0.076% hits; AID 602310, 2012;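 note: potency is the fitted concentration of half-maximal effect; % is set by controls: 0 for no effect and ±100 for the full control effect; nearly all actives have a fitted effect of over 60% in size; hits raise eYFP signal because A3G escapes Vif-driven loss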
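HeLa cells stably expressing Vif and C-terminally eYFP-tagged A3G, seeded overnight at 37 deg C, then exposed to compound by pintool overnight at 37 deg C. Rise in yellow fluorescence (Ex 488/Em 500-530, Acumen) marks blocked Vif-driven A3G degradation.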
LDHA block = qHTS assay for inhibitors of human lactate dehydrogenase | L-lactate dehydrogenase A chain (Homo sapiens), P00338 | purified LDHA, NADH/diaphorase-resazurin fluorescence; hits give low values | activity change, % (values are at about 110 or 230 µM) | 480,000 compounds, 0.15% hits | AID 1347041, 2019; in the data active = activity change below about -30%; inconclusive = mostly about -25% to -30%;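 note: plate controls were DMSO wells for no effect and wells without enzyme for full effect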
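Resorufin fluorescence (ex540/em590), read at 0 and 20 min after diaphorase/resazurin addition, reports the NADH left after a 5 min room-temperature reaction of 2 nM human LDH5 with 0.06 mM NADH and 0.2 mM pyruvate.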
PI4K2A block = qHTS for small molecular inhibitors of PI4K2A; purified PI4K2A, ADP-Glo luminescence, 1 h; hits give low values; Phosphatidylinositol 4-kinase type 2-alpha (Homo sapiens), Q9BTU6; activity change, negative = inhibition, % at 76.9 µM; 420,000 compounds, 0.13% hits; in the data active = activity change below about -50%; inconclusive = mostly about -30% to -49%;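 note: -100% = wells without enzyme as full effect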
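PI4K2A activity was measured by ADP-Glo luminescence: enzyme (4 ug/mL stock) and phosphatidylinositol (1.2 mM stock) in Tris pH 7.5/MgCl2/EGTA/Triton X-100 buffer were reacted with ATP (300 microM stock) for one hour at ambient temperature.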
* marks the source's active call; other numbers are inactive results; ? = inconclusive; · = not tested or not shown; & = joins results of further samples; [ ] = remark or other dose. Unless noted, calls come from the whole dose curve; as a rule, active = well fitted curve in the direction sought with a large enough effect; inconclusive = small, poorly fitted or top-dose-only effect, or another doubt; inactive = no such curve, though single readings can be large; an effect the other way counts as inactive or inconclusive. The list is partial (hit frequency here may not be typical).

SMILES | Vif-APOBEC3F blk | RXFP1 agonist | USP1 inh | Glioma ERSR ind | IDH1 R132H inh | TrxR1 substrate | Vif-APOBEC3G blk | LDHA block | PI4K2A block
Nc1c(/C=C2\C=Nc3ccccc32)c(=O)nc2sc(CC(=O)N3CCOCC3)nn12 | -14% | -1.0% | -19% | -5% | 0% | 3% | -6% | -12 | -2
Cc1ccc(OCCC(=O)OCC(=O)N2CCN(S(=O)(=O)c3ccc(C)cc3)CC2)cc1 | 3% | -2.0% | -17% | -4% | -8% | -9% | -1% | -7 | 5
Cc1ccc(/C=C/c2ccc(=O)n(Cc3ccc(Cl)cc3Cl)n2)cc1 | -16% | -5.0% | 6% | 0% | 4% | 14%[57.1 µM] | -1% | -4 | -2
Cc1cccn2c(=O)c3cc(C(=O)N4COCC4(C)C)n(C)c3nc12 | -2% | 2.9% | -18% | 2% | 7% | 79% | 1% | -7 | 2
CCCc1nnc(NC(=O)Cn2c(=O)oc3ccccc32)s1 | 0% | 2.1% | -20% | 0% | -1% | -7% | 2% | -3 | 3
O=C(CSCC(=O)OCC(=O)N1CCN(C(=O)c2ccco2)CC1)Nc1ccc(Cl)cc1 | -15% | · | 10% | 1% | 3% | · | -1% | -5 | 1
CCC(C(=O)NCc1ccncc1)c1ccccc1 (configuration not stated) | 2% | 3.5% | -14% | -1% | -6% | -9% | 4% | -2 | -5
COCCN(C)Cc1cn(-c2ccc(F)cc2F)nc1-c1ccccc1C | 0% | -1.8% | -7% | -2% | 14% | 23% | 3% | -4 | -6
O=C(Nc1ccc2sccc2c1)c1ccc(Cl)s1 | 5% | 2.0% | -16% | -7% | 18% | 10% | 4% | 2 | -7
COc1ccc(/C=C2\SC(=O)N(CCNC(=O)CCS(=O)(=O)c3ccc(C)cc3)C2=O)cc1 | -5% | 0.3% | 0% | 3% | 10% | -5% | -1% | 0 | -6
CCOc1ccc(CNC(=O)C2CCN(C(=O)N3CC(CC)Oc4ccccc43)CC2)cc1 (configuration not stated) | 0% | -0.4% | -20% | -6% | 24% | 7%[11.4 µM] | 6% | -5 | -4
COc1ccccc1N1CCN(C(=O)CN(C)S(=O)(=O)c2cc(C)ccc2OC)CC1 | 3% | 0.8% | -14% | -6% | -6% | 4% | -1% | -2 | -4
Cc1cc(C(=O)NCc2cc(C(=O)O)co2)co1 | 7% | -1.7% | -4% | -2% | 3% | 3% | 0% | -2 | 5
CCCc1oc2ccc(NS(=O)(=O)c3ccc(OC)cc3)cc2c1C(=O)OCC | -4% | -1.0% | -24% | -5% | 3% | 1%[57.1 µM] | ? | 14 | -1
NC(=O)Cc1cn(-c2ncc(C(F)(F)F)cc2Cl)c2ccccc12 | -7% | -2.9% | -17% | -1% | 5% | -3% | -5% | 2 | -1
Cc1ccc(Cn2c(C3CCCN3c3nc(-c4cc(Cl)c(N)c(Cl)c4)cs3)nc3cc(C(=O)NCCCO)ccc32)cc1 (configuration not stated) | -2% | · | -33% | -2% | 2% | 2% | -9% | 1 | -6
CC(C)(C)n1nnnc1C(c1cccnc1)N1CCN(C2CCCCC2)CC1 (configuration not stated) | -1% | 1.5% | -10% | -3% | -6% | 5% | -1% | -1 | -2
CCOCCCn1c(=S)[nH]c2cc(C(=O)NC3CCCCC3C)ccc2c1=O (configuration not stated) | 0% | 11% | -9% | 0% | -14% | 2% | 0% | -5 | -3
O=C(O)c1ccc(OCc2ccc(C(=O)O)o2)cc1 | 28% | -0.8% | -18% | 0% | -5% | -5% | 7% | -7 | -2
C[C@@H](CN1C(=O)C(=O)NC[C@@H]1Cc1ccc(O)cc1)NC(=O)Cc1ccccc1 | 1% | -0.7% | -27% | -5% | -2% | 0% | -2% | -4 | -1
Cc1cccc(CNC(=O)c2cc(S(=O)(=O)N3CCOCC3)cn2C)c1 | 0% | -3.5% | -3% | 10% | 4% | -4% | 1% | -5 | 3
COc1ccccc1C(=O)NCC(=O)OCC(=O)c1cccc2ccccc12 | -25% | 1.9% | -8% | 3%&-2% | 4% | -3% | 1%&0% | -4&-8 | 2
COc1ccc(N2CCN(CC(=O)Nc3ncc(C)s3)CC2)cc1 | 1% | -0.1% | -24% | -4% | -9% | 0% | 0% | -1 | 2
CCc1ccc(C(O)c2ncc(-c3ccc4ccccc4c3)[nH]2)cc1 (configuration not stated) | · | · | · | 1% | · | · | -6% | -6 | -3
COC(=O)c1cc(OC)c(OC)cc1NC(=S)N1CCCCC1 | 3% | 0.0% | -13% | -2% | 0% | 8% | 0% | 2 | 2
Cc1ccc(NC(=O)CSC(C)C(=O)OC(C)C(=O)NC2CCCCC2C)cc1 (configuration not stated) | -21% | -1.8% | -8% | -3% | 8% | 1% | 1% | 0 | -3
CCN1CCN(CCCNC(=O)c2cnn(-c3ccc(OC)cc3)c2C2CCN(C(=O)OC(C)(C)C)CC2)CC1 | 0% | -0.4% | 0% | 0% | 19% | -2% | 0% | -4 | -2
Cc1ccc(Nc2c(-c3ccc(N4CCOCC4)cc3)nc3ccc(C)cn23)cc1 | -1% | 6.0% | ? | 0% | 0% | 12% | -8% | -4 | 3
N#Cc1ccc(/C=N/NC(=O)c2cccc(S(=O)(=O)N3CCOCC3)c2)cc1 | 10% | 3.3% | -3% | -1% | -10% | -2%[57.1 µM] | 1% | -3 | -4
CC(=O)Nc1ccc(C(=O)OCC(=O)c2ccc(F)cc2)cc1 | -4% | 0.2% | -16% | 3% | 2% | -11% | 0% | -3 | 2
N#Cc1ccc(CSc2nnc3ccccn23)cc1 | 7% | 13% | -12% | 0% | -7% | 4% | -1% | -6 | 7
Cc1nnc(SCC(=O)N2CCN(c3ccccc3)CC2)n1-c1ccccc1 | -4% | 4.7% | -22% | 0% | 9% | 10% | -1% | -1 | 1
CCN1CCC(NC(=O)Nc2ccccc2C(=O)OC)CC1 | 1% | 1.5% | 0% | 0% | 4% | 16% | 0% | -6 | -1
CCCNS(=O)(=O)c1cccc(C(=O)NC2CCCc3ccccc32)c1 (configuration not stated) | 1% | -0.4% | -14% | -3% | 11% | 2% | 0% | -1 | -4
COC(=O)c1c(N2C(=O)[C@H]3[C@@H](C2=O)[C@]2(C(=O)Nc4c(C)cc(C)cc42)N2CCC[C@@H]32)sc(C)c1C | ? | 2.4% | -17% | -4% | 0% | 2% | ? | 6 | -1
COc1ccc2c(c1)c1c(c(=O)n(CCc3ccccc3)c(=O)n1Cc1ccc(F)cc1)n2C | -6% | 23% | -6% | -3% | 26% | 1% | -1% | -4 | 3
Cc1cc2cc(C=C(C#N)C#N)c(Cl)nc2cc1C | ? | 3.7% | -9% | 2% | -7% | 12% | ? | -5 | 25
CN(Cc1ccccc1)S(=O)(=O)c1ccc(OCC(=O)NCc2ccccn2)cc1 | -11% | 0.6% | -21% | 2% | 9% | 0% | -1% | -8 | -1
Cc1ccc(NCCCCO)cc1C | 2% | 0.4% | -11% | 1% | 2% | 15%[57.1 µM] | -4% | 9 | 0
COC(=O)c1cccc(-n2c(C)cc(C=O)c2C)c1 | -3% | -1.5% | -19% | -3% | -2% | 0% | -1% | -10 | -5
CCOc1ccc(NC(=O)c2cc3nc(-c4ccc(OC)cc4)cc(C(F)(F)F)n3n2)cc1 | 2% | -0.6% | -7% | -2% | 18% | 3%[11.4 µM] | 2% | -3 | -21
Cc1c(NC(=O)Nc2cccc(Cl)c2Cl)c(=O)n(-c2ccccc2)n1C | 7% | -0.6% | -16% | -2% | 8% | 7% | -3% | -6 | -1
Cc1ccc(NC(=O)Nc2nnc(N3CCCC3)s2)cc1C | 0% | -0.6% | -5% | 0% | 2% | -11% | 0% | -12 | 0
CCOC(=O)C1CCCN(C(=O)CCC(=O)Nc2ccc3nc(N4CCOCC4)cc(C)c3c2)C1 (configuration not stated) | -6% | 4.7% | -17% | 0% | 5% | 226%[activator] | -4% | 0 | 4
Brc1c(-c2ccccc2)nc2n1Cc1ccccc1-2 | 6% | -5.3% | -18% | 3% | 5% | 8%[57.1 µM] | -2% | 4 | -1

Another view of 2 compounds above.
structure,Vif-APOBEC3F blk,RXFP1 agonist,USP1 inh,Glioma ERSR ind,IDH1 R132H inh,TrxR1 substrate,Vif-APOBEC3G blk,LDHA block,PI4K2A block
Cc1c(NC(=O)Nc2cccc(Cl)c2Cl)c(=O)n(-c2ccccc2)n1C,7%,-0.6%,-16%,-2%,8%,7%,-3%,-6,-1
Cc1ccc(NC(=O)Nc2nnc(N3CCCC3)s2)cc1C,0%,-0.6%,-5%,0%,2%,-11%,0%,-12,0

Screening results from PubChem BioAssay.
